Screening data (PubChem)
MsrA act – bovine MsrA enzyme activators, primary screen, biochemical, absorbance, HTS | Methionine sulfoxide reductase A (Bos taurus) | purified bovine MsrA, absorbance read-out | activation, % at 10.6 µM | hit rate 0.3% among 360,000 | AID 602163, 2012; in the data active means activation above about 7.5%;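 further: 0% = vehicle and 100% = reference activator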
Tb MetRS inh – T. brucei MetRS inhibitors, primary screen, biochemical, luminescence | hit rate 0.4% among 360,000 | AID 624268, 2012 | inhibition, % at 11.9 µM | purified T. brucei MetRS, ATP depletion, Kinase-Glo luminescence | methionyl-tRNA synthetase (Trypanosoma brucei brucei);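 active means inhibition above a per-plate cutoff of the control wells' mean inhibition plus 3 SD, cut at about 5.5% in these data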;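 further: 0% = DMSO wells median and 100% = median of wells with control inhibitor compound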
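assay system = parasite MetRS enzyme | timing = 15 min preincubation, 2 h reaction, all 25 °C | evaluation = percent inhibition relative to median high and low control wells | medium = HEPES buffer containing pyrophosphatase, BSA, spermine, DTT | compound = single dose, 11.9 µM final nominal, 0.9% final DMSO | detection = Kinase-Glo luminescence, ATP depletion format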
LMPTP inh – LMPTP phosphatase inhibitors, primary screen, biochemical, fluorescence intensity, uHTS | AID 651560, 2012 | recombinant LMPTP-A, OMFP fluorogenic substrate | hit rate 0.22% among 360,000 | inhibition, % at 20 µM | Low molecular weight phosphotyrosine protein phosphatase (Homo sapiens), P24666;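 active means compounds that cut the enzyme signal by at least half of the control window in the single-dose screen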;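 further: plate controls were DMSO wells with enzyme plus substrate for no effect and substrate without enzyme for full effect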
Target sequence (P24666 whole entry, looked up): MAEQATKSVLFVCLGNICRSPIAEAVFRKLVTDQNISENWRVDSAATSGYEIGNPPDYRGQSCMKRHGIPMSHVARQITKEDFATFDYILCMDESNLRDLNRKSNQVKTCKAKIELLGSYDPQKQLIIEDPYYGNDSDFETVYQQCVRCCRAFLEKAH
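test system = LMPTP-A | amount = 0.625 nM LMPTP-A final | reagent = fluorogenic phosphatase substrate OMFP at 400 µM final | incubation = 50 min at room temperature | benchmarks = no-enzyme low control, uninhibited high control | medium = Bis-Tris pH 6.0, DTT, detergent | signal = fluorescence intensity of OMFP turnover product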
MsrA inhibitor – bovine MsrA enzyme inhibitors, primary screen, biochemical, absorbance, HTS; Methionine sulfoxide reductase A (Bos taurus); purified bovine MsrA, absorbance read-out; inhibition, % at 15.5 µM; hit rate 0.75% among 360,000; AID 651718, 2012; in the data active means inhibition above about 4.5%;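 further: 0% = vehicle wells with enzyme and 100% = reference inhibitor wells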
Scp1 inh – Scp-1 phosphatase inhibitors, primary screen, biochemical, colorimetric, uHTS. Carboxy-terminal domain RNA polymerase II polypeptide A small phosphatase 1 (Homo …. Recombinant Scp1, phosphopeptide, malachite green phosphate absorbance. inhibition, % at 20 µM. hit rate 0.88% among 340,000. AID 493091, 2011;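 active means inhibition above about 50% at 20 µM, limit read from the data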;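 further: plate controls were DMSO wells with enzyme for no effect and wells lacking enzyme for full effect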
Target sequence (Q9GZU7 76-261 limits assumed): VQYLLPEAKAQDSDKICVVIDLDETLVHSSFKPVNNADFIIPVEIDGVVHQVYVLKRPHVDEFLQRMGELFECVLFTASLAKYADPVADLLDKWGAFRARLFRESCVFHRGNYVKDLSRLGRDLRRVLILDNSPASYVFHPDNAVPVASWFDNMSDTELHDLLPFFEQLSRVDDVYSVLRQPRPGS
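Times: enzyme reaction 45 min at room temperature, colour 5 min, stabilisation 30 min. Material: SCP-1 catalytic fragment, aa 76-261. Medium: Acidic Tris acetate buffer with magnesium and detergent. Signal: colorimetric free-phosphate detection, absorbance 630 nm. Read-out basis: % inhibition of SCP-1 phosphate liberation. Reagent: Phosphorylated 17-residue peptide substrate.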
STEP block – STEP phosphatase inhibitors, primary screen, biochemical, fluorescence intensity, uHTS; Tyrosine-protein phosphatase non-receptor type 5 (Homo sapiens), P54829; recombinant STEP, OMFP fluorogenic substrate; inhibition, % at 20 µM; hit rate 0.25% among 360,000; AID 588621, 2011;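 active means inhibition at 20 µM, scaled per plate between control wells, above about 37%, limit read from the data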;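 further: 0% = DMSO with enzyme and substrate and 100% = substrate only without enzyme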
Target sequence (P54829 whole entry, looked up): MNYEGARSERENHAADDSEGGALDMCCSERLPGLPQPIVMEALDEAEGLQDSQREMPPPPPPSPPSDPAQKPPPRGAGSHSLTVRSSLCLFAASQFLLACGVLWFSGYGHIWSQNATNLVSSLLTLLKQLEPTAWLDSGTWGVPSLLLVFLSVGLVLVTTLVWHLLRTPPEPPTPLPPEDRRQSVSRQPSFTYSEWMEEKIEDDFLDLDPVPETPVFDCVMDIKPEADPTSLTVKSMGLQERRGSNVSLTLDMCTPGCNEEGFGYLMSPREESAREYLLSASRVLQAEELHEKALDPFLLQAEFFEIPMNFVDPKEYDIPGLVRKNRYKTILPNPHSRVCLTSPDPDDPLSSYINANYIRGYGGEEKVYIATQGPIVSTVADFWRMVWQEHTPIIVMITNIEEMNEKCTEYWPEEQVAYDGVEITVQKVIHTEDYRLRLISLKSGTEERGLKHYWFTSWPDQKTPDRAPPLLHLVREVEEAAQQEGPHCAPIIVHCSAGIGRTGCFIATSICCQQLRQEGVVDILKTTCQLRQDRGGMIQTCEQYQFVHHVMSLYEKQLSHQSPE
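Also added – OMFP at 25 µM · Test system – STEP tyrosine phosphatase · Technique – FITC-channel fluorescence of OMFP product · Schedule – 20 min at room temperature, dark · Evaluation – control-normalized % inhibition with plate pattern correction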
E coli Lon inh – inhibitors of E. coli Lon protease, primary screen, biochemical, fluorescence polarization; purified E. coli Lon protease; inhibition, % at 7.94 µM; hit rate 0.42% among 360,000; AID 602123, 2011; in the data active means inhibition above about 13%, passing the limit was not always enough;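 further: 0% = enzyme with probe and DMSO and 100% = no enzyme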
SUMO1-SIM PPI – modulators of SUMO1 protein-protein interactions, primary screen, biochemical, uHTS; inhibition, % at 20 µM; SUMO1 binding to a labelled peptide, TR-FRET, 1 h; hit rate 0.33% among 360,000; in the data active means inhibition above about 37%
Target sequence (P63165 whole entry, looked up): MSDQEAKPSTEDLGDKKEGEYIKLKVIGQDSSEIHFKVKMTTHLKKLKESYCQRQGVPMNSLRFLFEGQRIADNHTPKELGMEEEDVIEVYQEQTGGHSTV
DNMT1 block – human DNMT1 methyltransferase inhibitors, primary screen, biochemical, molecular beacon, fluorescence, HinP1I cleavage, uHTS; hit rate 0.83% among 360,000; AID 588458, 2011; DNA (cytosine-5)-methyltransferase 1 (Homo sapiens), P26358; inhibition (reported as % activation of signal), % at 10 µM; in the data active means inhibition above about 50%
NRP1-CendR mod – modulators of CendR peptide binding to NRP-1, primary screen, biochemical, fluorescence polarization, uHTS; FAM-RPARPAR peptide binding to NRP-1; inhibition, % at 25 µM; Neuropilin-1 (Homo sapiens), O14786; hit rate 0.85% among 360,000; AID 602438, 2012;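 active means inhibition or corrected inhibition above about 18%, plus a signal ratio from 0.5 to 1.5, limit read from the data, passing the limit was not always enough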; further: strong numbers were not always called active
Numbers without * were called inactive; · = no result given.

SMILES	MsrA act	Tb MetRS inh	LMPTP inh	MsrA inhibitor	Scp1 inh	STEP block	E coli Lon inh	SUMO1-SIM PPI	DNMT1 block	NRP1-CendR mod
CCOc1ccccc1NC(=O)Nc1cc(C(=O)O)ccc1C	-2	-0.5	0.3	0.7	3	0	7	-1	1	7
CC1CC(=O)C2=C(C1)Nc1ccccc1N(C(=O)COc1ccccc1)C2c1ccco1 (stereo unspecified)	-8	-0.4	-0.8	3.2	0	-2	-1	-1	11	-4
COc1ccc(C(=O)SC2=NCCS2)cc1OC	-1	-1.0	-1.9	-0.1	-9	-3	-2	1	7	-8
COc1ccc(C(=O)NCC(=O)N/N=C/c2ccco2)cc1OC	-2	-0.9	0.2	-0.2	-3	-1	-8	-9	2	-6
Cc1ccccc1N1CCN(Cc2cc3c(cc2[N+](=O)[O-])OCO3)CC1	-3	0.0	0.3	0.5	-4	2	0	-11	-1	-2
Nc1sc(-c2ccccc2)cc1-c1n[nH]c(=S)n1C1CCCCC1	-3	1.9	1.1	0.5	-4	-1	-15	1	-3	-13
COCc1nnc(NC(=O)CCCOc2ccccc2OC)s1	-2	-0.3	-0.1	0.2	-7	4	-11	1	-2	-4
O=C(Nc1cc(Br)ccc1F)c1nc[nH]c1C(=O)NCc1ccccc1	-5	-1.3	1.3	-1.0	·	-1	-1	1	7	-2
CC(=O)Nc1ccc(S(=O)(=O)NCC(=O)NNC(=O)COc2c(C)cccc2C)cc1	-4	-0.2	-1.6	-0.4	-5	2	4	-1	6	-5
CC1(c2nnc(-c3cccc(Cl)c3)o2)CC(c2ccc(C#N)cc2)=NO1 (stereo unspecified)	-12	-0.8	-0.7	1.1	-3	-4	-4	-2	1	5
O=C(NCCc1ccccc1)c1cc(S(=O)(=O)N2CCCC2)ccc1F	-2	0.4	-0.3	0.5	6	-1	0	0	-3	-7
Cc1sc2nc(Cc3ccccc3)[nH]c(=O)c2c1-c1ccccc1	-4	0.2	-3.1	-1.5	-1	-3	7	-21	8	8
Cc1ccc(NC2=C/C(=N\S(=O)(=O)c3cccs3)c3ccccc3C2=O)c(C)c1	1	1.2	8.1	·	-9	6	-3	3	32	12
C/C(=N/NS(=O)(=O)c1ccc(C(C)(C)C)cc1)c1ccc2c(c1)OCO2	-2	0.1	5.8	1.3	-10	0	3	6	4	11
COc1ccc(C2=NS(=O)(=O)N(C)C(C(=O)N(C)Cc3ccccc3)=C2)cc1	-13	-0.6	-0.3	3.5	-9	-4	2	-17	-2	-1
O=C(O)C1(C(=O)O)CCCC1	-3	-0.3	-1.3	0.2	6	-3	-2	2	6	7
COc1ccc(/C(C)=N/Nc2ccc(C(=O)O)cc2)cc1OC	-4	0.3	-0.4	3.4	-14	1	1	7	19	-7
COc1ccc(C2CC(c3ccccc3)=NN2C(=O)CSc2ncccn2)cc1 (stereo unspecified)	0	0.3	-0.1	-0.1	-10	-4	0	-4	-5	0
CCCS(=O)(=O)N1CCCC(C(=O)Oc2ccccc2Cl)C1 (stereo unspecified)	-1	0.0	-1.1	0.4	-2	-1	2	0	4	15
CN1CCN(C(=O)CCC(=O)NCc2ccc(F)cc2)CC1	-2	0.4	-1.3	0.3	-5	-1	-8	3	0	-7
O=C(Nc1ccccc1N1CCOCC1)c1ccco1	-1	0.7	-0.3	-1.0	4	-1	-5	5	0	4
CCN1C(=O)NC(c2cccnc2)C(C(=O)OC)=C1C (stereo unspecified)	-2	0.0	-1.9	0.8	-10	1	8	-4	3	-4
O=C(c1ccco1)N1CCN(C(=O)C2c3ccccc3Oc3ccccc32)CC1	-1	0.1	-1.1	0.1	7	1	9	2	0	1
CCC1CCCCN1C(=S)NC(=O)c1cccc([N+](=O)[O-])c1 (stereo unspecified)	0	-0.3	1.0	0.5	-13	6	6	-18	0	-15
Cc1cc(NC(=O)CSc2nc(-c3ccc(Cl)cc3)cs2)no1	-2	-0.5	1.3	1.4	27	1	-6	3	-7	-4
O=[N+]([O-])c1cccc(NC(=S)N2CCOCC2)c1	-2	-0.3	5.7	0.3	-3	1	0	-7	1	4
CC(=O)Nc1nc(-c2ccccc2)cc(-c2ccco2)c1C#N	-3	-0.3	-0.4	2.3	-10	0	-38	-22	1	-52
C[C@@H]1CN([C@@H](C)CO)C(=O)CCCn2nncc2CO[C@H]1CN(C)S(=O)(=O)c1cccs1	-2	-0.5	-1.8	-0.7	·	0	-9	1	1	13
COCCCNC(=S)N(CCCO)Cc1cc2cc3c(cc2[nH]c1=O)OCCO3	-2	-0.3	-3.1	5.0*	-7	4	0	2	3	-1
O=C(NC1CCCC1)C(c1ccccc1F)N(C(=O)c1csnn1)c1ccccc1 (stereo unspecified)	-3	-0.3	-1.6	0.4	-3	3	3	4	-2	-3
CCCCCCn1c(SCC(=O)OC)nc2c1c(=O)[nH]c(=O)n2C	-1	0.1	3.5	-0.4	-8	11	1	0	7	5
CCn1cc(C(=O)OCC(=O)NCc2ccc3c(c2)OCO3)c(=O)c2ccc(C)nc21	-1	-0.1	-0.9	2.3	-15	1	5	1	1	-2
O=C(CN1CCN(c2ccc(F)cc2)CC1)Nc1cc(C(F)(F)F)ccc1Cl	-4	-1.8	4.6	0.4	2	1	-2	-1	6	6
O=C(O)C1C2C=CC(C3CC23)C1C(=O)N1CCc2ccccc21 (stereo unspecified)	-12	-1.4	-2.9	-0.4	2	4	-4	-1	10	-11
CC(C)(C)n1nc2c(c1NC(=O)c1cc3ccccc3o1)CSC2	0	-1.3	-0.3	0.1	-1	1	1	3	-2	4
COc1ccc(-c2nc(CN3CCCCC3CCc3ccccn3)c(C)o2)cc1 (stereo unspecified)	-2	-0.3	0.6	0.3	-7	-1	-8	4	-7	4

Quoted from the listing, 6 compounds:
SMILES	MsrA act	Tb MetRS inh	LMPTP inh	MsrA inhibitor	Scp1 inh	STEP block	E coli Lon inh	SUMO1-SIM PPI	DNMT1 block	NRP1-CendR mod
CCOc1ccccc1NC(=O)Nc1cc(C(=O)O)ccc1C	-2	-0.5	0.3	0.7	3	0	7	-1	1	7
CC1CC(=O)C2=C(C1)Nc1ccccc1N(C(=O)COc1ccccc1)C2c1ccco1 (stereo unspecified)	-8	-0.4	-0.8	3.2	0	-2	-1	-1	11	-4
COc1ccc(C(=O)SC2=NCCS2)cc1OC	-1	-1.0	-1.9	-0.1	-9	-3	-2	1	7	-8
COc1ccc(C(=O)NCC(=O)N/N=C/c2ccco2)cc1OC	-2	-0.9	0.2	-0.2	-3	-1	-8	-9	2	-6
Cc1ccccc1N1CCN(Cc2cc3c(cc2[N+](=O)[O-])OCO3)CC1	-3	0.0	0.3	0.5	-4	2	0	-11	-1	-2
Nc1sc(-c2ccccc2)cc1-c1n[nH]c(=S)n1C1CCCCC1	-3	1.9	1.1	0.5	-4	-1	-15	1	-3	-13

(next part)
SMILES	MsrA act	Tb MetRS inh	LMPTP inh	MsrA inhibitor	Scp1 inh	STEP block	E coli Lon inh	SUMO1-SIM PPI	DNMT1 block	NRP1-CendR mod
COc1cc(-c2nc3ccc4ccccc4c3c3c2CCC3)ccc1O	3	-0.3	2.4	0.8	11	2	4	21	-8	-12
CC1=CC(C)=Nc2ccccc2N1	-4	-1.0	-0.7	0.0	-5	0	5	-8	0	-14
O=C(c1ccc(F)cc1F)N1CCN(c2ncccn2)CC1	-2	-0.4	-0.9	1.4	8	-5	6	0	4	9
OCCSc1nc2ccccc2n1CCOc1ccccc1	-4	-0.5	-0.2	-0.7	-3	1	-4	-3	-1	-1
COc1cc(C2NC(=O)NC(c3ccccc3)=C2C(C)=O)ccc1OCC(=O)O (stereo unspecified)	-4	-0.8	0.9	0.1	-3	-1	-9	2	-2	10
CCOc1ccc(-n2c(=S)sc3c(=O)[nH]c(SCC(=O)C(C)(C)C)nc32)cc1	-4	-0.7	-0.5	0.3	10	-1	4	-3	0	-4
Cn1cnc([N+](=O)[O-])c1SCC(=O)NN	-6	-0.2	-1.9	0.8	3	2	-3	-13	-7	0
COc1ccc(CN2CCCC(CO)(Cc3ccc(F)cc3)C2)cc1C (stereo unspecified)	-4	-1.2	-1.0	1.0	-1	-4	1	-3	-1	-5
COc1ccccc1NC(=O)C1CCN(C(=O)c2ccc(C(C)(C)C)cc2)CC1	-12	-0.7	-1.3	0.4	-1	-5	-13	0	3	22
O=c1nc(-c2ccccc2)n(-c2ccc(Cl)cc2)[nH]1	-4	0.0	-2.2	-0.3	-9	-3	-6	2	2	12
CCOC(=O)c1sc2nc[nH]c(=O)c2c1C	-6	-0.6	-1.8	0.3	2	-4	-1	0	2	-7
Cc1cccc(N=C2C(=O)Nc3c(Cl)cccc32)c1	0	0.1	-0.5	-0.4	0	0	-4	-4	11	3
O=C(Nc1cccnc1)C1=NN(C2CCS(=O)(=O)C2)C(=O)CC1 (stereo unspecified)	-2	0.3	-1.5	0.6	-11	-1	-5	0	1	3
O=C(NCc1ccco1)C1Cc2cc(Cl)ccc2O1 (stereo unspecified)	-3	-0.3	-0.7	-0.9	-5	-2	3	2	2	-5
CNC(=O)COC(=O)c1ccccc1Nc1ccccc1	-3	0.1	-1.8	0.8	24	0	-8	-1	-1	1
CN(CCO)c1ccc(C=NNc2ccc([N+](=O)[O-])cc2S(=O)(=O)Nc2ccccc2C(=O)O)cc1	-2	0.3	6.7	3.7	16	2	-112	9	-32	-131
COc1cccc(Cn2c(=O)sc3ccccc3c2=O)c1	-3	-0.3	1.2	-0.6	5	-1	0	6	-2	5
Cc1ccc(CN2C(=O)CCC2C(=O)NCCN2CCN(c3cccc(Cl)c3)CC2)cc1 (stereo unspecified)	-4	-0.6	-1.7	0.7	-9	17	-5	-1	-3	-13
COC(=O)C1=CN(c2cccc(OCc3ccccc3)c2)C(N)=C(C#N)C1c1cccc(OC)c1OC (stereo unspecified)	·	-0.4	3.4	-1.1	·	·	·	-7	·	14
O=C(Nc1ccc(Br)cc1)N1CCCCCC1	-2	0.5	-1.0	0.9	-6	5	-16	3	2	7
